Screens deposited in PubChem by The Scripps Research Institute Molecular Screening Center.
FBW7 act: FBW7 E3 ligase activators, primary screen, biochemical, AlphaScreen, human; AlphaScreen FBW7–phospho-cyclin E peptide binding, activator screen; actives 0.13% (n = 650,000); AID 1259310, 2017; normalized activity (activation), % at 26.1 µM; in the data active = normalized activity above about 1.9%;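 note: purified mutant Fbw7 with reduced substrate affinity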
GPR151 activ: activators of human GPR151, primary screen, cell-based, PathHunter beta-arrestin, luminescence. actives 1% (n = 650,000). G-protein coupled receptor 151 (Homo sapiens), Q8TDV0. PathHunter beta-arrestin GPR151 cells. activation, % at 11.2 µM; in the data active = activation above about 4.9%;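 note: 0% = median of compound wells and 100% = cells with positive control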
Target sequence (Q8TDV0 whole entry, looked up): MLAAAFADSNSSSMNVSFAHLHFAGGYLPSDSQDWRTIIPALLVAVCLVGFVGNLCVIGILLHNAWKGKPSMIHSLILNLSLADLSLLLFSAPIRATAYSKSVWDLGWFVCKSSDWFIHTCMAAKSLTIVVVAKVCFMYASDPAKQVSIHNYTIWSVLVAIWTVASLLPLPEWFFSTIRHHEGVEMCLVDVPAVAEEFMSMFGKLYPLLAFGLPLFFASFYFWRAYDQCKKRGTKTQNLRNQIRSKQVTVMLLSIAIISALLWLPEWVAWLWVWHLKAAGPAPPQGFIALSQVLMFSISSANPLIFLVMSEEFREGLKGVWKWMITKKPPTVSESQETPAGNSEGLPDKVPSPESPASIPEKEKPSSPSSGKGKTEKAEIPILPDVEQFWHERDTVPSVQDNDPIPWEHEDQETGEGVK
TEAD-YAP block: TEAD-YAP interaction inhibition, primary screen, TEAD-YAP interaction inhibitor project, luminescence, HEK-TIYL cells; TEAD-Gal4/YAP UAS-luciferase luminescence; inhibition, % at 9.12 µM; actives 1.4% (n = 640,000); AID 1259422, 2018; in the data active = inhibition above about 32%;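 note: 0% = median of test compound wells and 100% = reference inhibitor wells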
MITF primary: MITF inhibitors, primary screen, biochemical, AlphaScreen, human | inhibition, % at 2.6 µM | AlphaScreen MITF homodimerization, bead proximity signal | actives 0.91% (n = 650,000) | Microphthalmia-associated transcription factor (Homo sapiens), O75030; in the data active = inhibition above about 50%;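 note: 0% = vehicle wells with protein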
Target sequence (O75030 whole entry, looked up): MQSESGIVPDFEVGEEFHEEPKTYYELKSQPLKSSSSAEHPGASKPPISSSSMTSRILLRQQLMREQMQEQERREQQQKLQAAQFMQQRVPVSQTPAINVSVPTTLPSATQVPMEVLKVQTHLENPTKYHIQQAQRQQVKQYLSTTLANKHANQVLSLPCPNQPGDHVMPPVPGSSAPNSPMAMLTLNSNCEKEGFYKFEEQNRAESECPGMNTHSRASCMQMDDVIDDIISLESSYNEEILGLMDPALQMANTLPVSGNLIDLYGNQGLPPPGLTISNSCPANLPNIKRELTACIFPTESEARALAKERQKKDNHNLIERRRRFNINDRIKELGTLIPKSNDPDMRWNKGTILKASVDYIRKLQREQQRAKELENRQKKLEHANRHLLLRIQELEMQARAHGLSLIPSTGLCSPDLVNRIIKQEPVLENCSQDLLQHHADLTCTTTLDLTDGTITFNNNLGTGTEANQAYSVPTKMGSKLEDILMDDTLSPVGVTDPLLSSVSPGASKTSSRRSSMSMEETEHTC
Numbers without * were called inactive; & = joins results of further samples; ! = a repeat was not active.

item	Molecule	MITF primary	GPR151 activ	TEAD-YAP block	FBW7 act
1	O=C1NC(=O)N(c2ccc(Cl)cc2)C(=O)/C1=C/c1ccc(N2CCOCC2)cc1	13	-0.7	-2	0.4
2	CCOc1ccc(C(=O)NC2CCN(C(=O)Nc3ccc(OC)cc3)CC2)cc1	11	-0.8	7	0.2
3	CCN(c1cccc(C)c1)C(C(=O)Nc1ccc2c(c1)OCCO2)c1ccccc1 (stereo unspecified)	0	-0.6	-5	0.0
4	O=C1CCC(CCC(=O)N2CCN(c3ncnc4ccccc34)CC2)(Cc2ccsc2)N1 (stereo unspecified)	-18	4.4	-1	0.2
5	Cc1nc(-c2cncc(-c3cccs3)c2)cc(N(C)Cc2ccccc2)n1	19	-0.1	-5	0.3
6	O=C(NCc1ccccn1)Nc1cccc(Cl)c1	-15	-1.5	-22	0.1
7	Cc1ccc(N2C(=O)/C(=C/c3ccccc3)N=C2c2ccccc2)c(Br)c1	-2	-1.1	-9	-0.2
8	COc1ccc(CCNC(=O)C2CCN(c3ccc(Nc4cc(OC)c(OC)c(OC)c4)nn3)CC2)cc1	10	-2.1	3	-0.1
9	CCOn1c(=O)c(=O)n(OCC)c2ccccc21	16	-0.5	-5	0.2
10	COc1cccc2ccc(CN3CCc4nnc(C5CCCO5)n4CC3)nc12 (stereo unspecified)	23	-1.1	10	0.0
11	Cc1cc(=O)n2c(-c3cccc(NC(=O)C(C)Oc4cccc(F)c4)c3)csc2n1 (stereo unspecified)	-20	-1.0	5	-0.3
12	Cc1ccccc1NC(=O)N1CCC(Cn2cnc3ccccc32)CC1	-8	-1.3	-7	0.1

Whole records from above. Order of values: MITF primary	GPR151 activ	TEAD-YAP block	FBW7 act
Record of O=C1NC(=O)N(c2ccc(Cl)cc2)C(=O)/C1=C/c1ccc(N2CCOCC2)cc1 = 13	-0.7	-2	0.4
Record of O=C1CCC(CCC(=O)N2CCN(c3ncnc4ccccc34)CC2)(Cc2ccsc2)N1 (stereo unspecified) = -18	4.4	-1	0.2
Record of O=C(NCc1ccccn1)Nc1cccc(Cl)c1 = -15	-1.5	-22	0.1
Record of CCOn1c(=O)c(=O)n(OCC)c2ccccc21 = 16	-0.5	-5	0.2

Further records follow.
item	Molecule	MITF primary	GPR151 activ	TEAD-YAP block	FBW7 act
13	O=C(c1cccc([N+](=O)[O-])c1)c1ccc2c(c1)C(=O)N(c1ccc(O)c(C(=O)O)c1)C2=O	15	-1.0	2	0.3
14	CCOc1ccc(NC(=O)CSc2nc3n[nH]c(C)c3c(=N)n2-c2ccc(Cl)c(C)c2)cc1	-6	-0.2	10	-0.1
15	N#C/C(=N\Nc1ccccc1C(F)(F)F)C(=N)N1CCCCC1	18	-0.4	-85	0.1
16	Nc1nc2n(n1)C(c1ccccc1)CC(c1ccc(Br)cc1)N2 (stereo unspecified)	10	-1.0	8	-0.1
17	COC(=O)c1c(NC(=O)c2c(-c3ccccc3)noc2C)sc2c1CCC(C)C2 (stereo unspecified)	1	0.2	11	0.0
18	COc1ccc(NC(=O)C2C3C=CC4(O3)C2C(=O)N(Cc2ccc(Cl)cc2)C4C(=O)NC2CCCC(C)C2C)cc1 (stereo unspecified)	-7	0.8	1	-0.2
19	CCOc1cc(C2C3=C(CCCC3=O)NC3=C2C(=O)CCC3)ccc1OCc1cccc(F)c1	4	-0.3	0	0.4
20	C/C(=N\Nc1ccc([N+](=O)[O-])cc1[N+](=O)[O-])c1ccc(Cl)s1	5	-0.6	11	0.0
21	CCS(=O)(=O)N1CCN(c2ccc([N+](=O)[O-])c(NC(C)C34CC5CC(CC(C5)C3)C4)c2)CC1 (stereo unspecified)	-5	2.2	-3	-0.2
22	FC(F)(F)c1cccc(CNc2ccnc(-c3ccccc3)n2)c1	11&5	5.0*!	37*!	-0.1&0.0
23	Cc1cc(NC(=O)c2ccccc2F)n(-c2nc(-c3cccs3)cs2)n1	5	2.1	3	0.0
24	Cc1ccc(S(=O)(=O)CCc2ccccc2)cc1	8	0.5	-1	0.6

Next structures.
item	Molecule	MITF primary	GPR151 activ	TEAD-YAP block	FBW7 act
25	CC(=O)Oc1cccc(/C=C2\N=C(c3ccccc3Br)OC2=O)c1	10	2.6	-6	0.4
26	CCOC(=O)C1CCCN(C(=O)/C=C/c2ccc(OC)cc2)C1 (stereo unspecified)	-2	0.1	3	-0.1
27	CCC(C(=O)NCCc1ccccc1)c1ccccc1 (stereo unspecified)	-12	0.6	2	-0.4
28	COc1ccc(C(=O)NC(C)c2ccccc2Cl)cc1OC1CCN(C(C)=O)CC1 (stereo unspecified)	15	0.2	14	0.0
29	CN(CCOc1ccccc1F)S(=O)(=O)c1ccc2ccccc2c1	-2	0.6	0	0.0
30	O=[N+]([O-])c1ccc(NC2OC(CO)C(O)C(O)C2O)cc1 (stereo unspecified)	19	0.5	-2	0.2
31	CCC(=O)c1ccc(OCC(=O)OCC(=O)c2c(N)n(C)c(=O)n(C)c2=O)cc1	6	1.3	5	0.2
32	CC[n+]1c(C)cc(Cl)c2ccccc21	-3	0.8	-5	0.0
33	O=C(NCc1nc2ccccc2[nH]1)c1cccc(Nc2cccnc2)c1	9	-1.1	-3	-0.1
34	CC(=O)c1cccc(-c2nc(N)c3[nH]cnc3n2)c1	8	-0.1	-9	0.1
35	CC(C)(C)c1ccc(OCC(=O)NNC(=O)c2ccncc2)cc1	0	-2.0	-10	0.1
36	COc1c(Cl)cc(Cl)cc1C(Nc1ccc([N+](=O)[O-])cc1)P(=O)(OC)OC (stereo unspecified)	21	1.2	12	1.0

Later entries:
item	Molecule	MITF primary	GPR151 activ	TEAD-YAP block	FBW7 act
37	O=C1c2ccccc2C(=O)c2c(N=NN3CCOCC3)cccc21	-5	0.3	-16	-0.6
38	O=C(c1cc2n(n1)C(C(F)(F)F)CC(c1ccc3c(c1)OCO3)N2)N1CCN(C(c2ccccc2)c2ccccc2)CC1 (stereo unspecified)	10	-0.1	4	0.0
39	CC(C)(C)c1cc(CCOC(=O)CCSCCC(=O)OCCc2cc(C(C)(C)C)c(O)c(C(C)(C)C)c2)cc(C(C)(C)C)c1O	2	0.8	1	0.1
40	O=S(=O)(c1ccc(S(=O)(=O)N2CCN(C3CCCC3)CC2)cc1)N1CCOCC1	0	0.9	-4	-0.1
41	COC(=O)c1ccccc1NC(=O)CSc1nc(C)nc2sc(C)c(C)c12	4	-0.5	0	0.0
42	Cc1cnc(C(=O)NCCN2Cc3ccccc3OC(c3ccccc3F)C2)cn1 (stereo unspecified)	-3	0.8	13	-0.3
43	Cc1c(NC(=O)Cc2ccc([N+](=O)[O-])cc2)cccc1C(=O)O	-12	0.3	-4	-0.1
44	COc1ccc(-c2ccc(C=C3C(=O)OC(C)(C)OC3=O)o2)cc1[N+](=O)[O-]	24	0.2	8	-0.1
45	O=C1OC(c2ccc(Br)o2)=N/C1=C\c1cccc([N+](=O)[O-])c1	11	0.2	-5	0.1
46	CC(C)(C)NC(=O)Cn1c(-c2nonc2N)nc2ccccc21	-17	-1.3	-4	-0.1
47	Cc1cccn2c(CN(C)C3CCOC3)c(C(=O)N3CCCCC3)nc12 (stereo unspecified)	-12	0.3	-1	0.1
48	CCc1ccccc1NC(=O)NCCNc1nc(C)cc(N(C)C)n1	-12	0.8	22	-0.2

In the list so far, 3 contain a CF3 group:
item	Molecule	MITF primary	GPR151 activ	TEAD-YAP block	FBW7 act
15	N#C/C(=N\Nc1ccccc1C(F)(F)F)C(=N)N1CCCCC1	18	-0.4	-85	0.1
22	FC(F)(F)c1cccc(CNc2ccnc(-c3ccccc3)n2)c1	11&5	5.0*!	37*!	-0.1&0.0
38	O=C(c1cc2n(n1)C(C(F)(F)F)CC(c1ccc3c(c1)OCO3)N2)N1CCN(C(c2ccccc2)c2ccccc2)CC1 (stereo unspecified)	10	-0.1	4	0.0

(listing goes on)
item	Molecule	MITF primary	GPR151 activ	TEAD-YAP block	FBW7 act
49	N#CC(C#N)=C(N)/C(C#N)=C/c1ccc(O)cc1	17	-2.7	2	0.1
50	COC(=O)CNS(=O)(=O)Nc1ccc(-c2nc3ccc(C)cc3s2)cc1	9	-5.5	67*	-0.1
51	CCCC1=NN(C(=O)C(C)C)C(O)(C(F)(F)F)C1 (stereo unspecified)	2	0.0	10	0.1
52	CCOC(=O)C(C)n1cnc2sc3c(c2c1=O)CCC(C)C3 (stereo unspecified)	8	-0.7	-7	0.0
53	Cc1ccoc1C(=O)NCC1Cc2cc(-c3cnccn3)cc(Cl)c2O1 (stereo unspecified)	6	2.2	7	0.1
54	CN(Cc1ccccc1)S(=O)(=O)c1ncn[nH]1	-19	-1.8	-6	0.0
55	C/C(=N/NC(=O)CNC(=O)c1ccco1)c1ccc([N+](=O)[O-])cc1	7	1.4	-1	-0.1
56	COc1ccc(NC(=O)C2CCCN2S(=O)(=O)c2cccc3nsnc23)c(OC)c1 (stereo unspecified)	4	0.2	4	-0.1
57	CC(C)CC1(C2CCN(C(=O)C3=CCCC3)CC2)NC(=O)N(Cc2cccs2)C1=O (stereo unspecified)	11	0.2	-3	0.1
58	CCc1cccc(C)c1NC(=S)N(CCN1CCCCCC1)Cc1ccco1	7	-1.6	7	3.2*
59	CCCCc1nc2ccccc2c(=O)n1NC(=O)c1c(O)c2ccccc2n(CC)c1=O	-13	1.0	4	-0.1
60	C=Cc1ccc(COC(=O)c2nnn(-c3cccc(F)c3)c2C)cc1	17	-1.0	-3	0.6

The results go on.
item	Molecule	MITF primary	GPR151 activ	TEAD-YAP block	FBW7 act
61	COc1ccc(OC)c(C(O)c2nccn2C)c1 (stereo unspecified)	14	1.2	-3	0.2
62	CC1=C(C(=O)OCC(C)C)C23C(=O)c4ccccc4C2(O1)OC(N)=C3C#N (stereo unspecified)	2	0.7	-13	-0.1
63	COc1ccc(OCC(=O)NS(=O)(=O)c2ccc(Cl)cc2)cc1	-2	-0.1	-1	0.1
64	Cc1ccc(NC(=O)c2c(Nc3ccccc3C)sc(C(=O)c3ccc(F)cc3)c2N)cc1	8	4.1	-5	-0.3
65	CC(NC(=O)c1cc([N+](=O)[O-])cc([N+](=O)[O-])c1)C12CC3CC(CC(C3)C1)C2 (stereo unspecified)	4	0.5	-1	0.0
66	CCOc1ccc2nc(SC(F)F)[nH]c2c1	-6	-0.1	-6	0.1
67	C=CCn1c(SC(C(=O)NCc2ccccc2)C(=O)NCc2ccccc2)nc2ccccc2c1=O	33	-1.9	-10	0.1
68	CC1CCCCC1NC(=O)Cn1c(=O)c(N2CCOCC2)nc2ccccc21 (stereo unspecified)	2	-0.8	0	0.7
69	CC(C)(C)c1nnc(NC(=O)C2CCCO2)s1 (stereo unspecified)	13	0.9	-31	-0.2
70	CCCCc1ccc(N2C(=NC(=O)CCC(=O)O)SC3CS(=O)(=O)CC32)cc1 (stereo unspecified)	7	-0.3	-2	0.8
71	CC(C)N1CCc2c(sc(NC(=O)c3ccc(C(=O)c4ccccc4)cc3)c2C(N)=O)C1	3	-0.4	1	-0.1
72	COc1cccc(OC)c1C(=O)Nc1cccc([N+](=O)[O-])c1	8	-0.4	-14	0.5

Continuation.
item	Molecule	MITF primary	GPR151 activ	TEAD-YAP block	FBW7 act
73	COc1ccc(C2CC(=O)C3=C(C2)Nc2ccccc2NC3c2cccc(Cl)c2Cl)cc1OC (stereo unspecified)	1	-0.5	6	0.0
74	O=C(NCc1nc(-c2ccccc2)no1)c1ccccc1I	-6	1.3	8	0.0
75	O=C(O)c1ccc(-c2cccc(Cl)c2)o1	6	-1.2	6	0.7
76	O=C(Nc1nc(-c2ccncc2)cs1)c1cc(=O)c2ccccc2o1	-4	-0.7	-2	-0.2
77	COc1ccc(NC(=O)C2C3C=CC4(O3)C2C(=O)N(Cc2ccc3c(c2)OCO3)C4C(=O)NC2CCCC(C)C2C)cc1 (stereo unspecified)	4	0.0	-9	0.2
78	Cc1ccc(NC(=O)C2CCC(CNC(=O)c3ccc(=O)[nH]c3)CC2)cc1 (stereo unspecified)	-1	-0.6	-12	-0.1
79	CC(C)N(CCNC(=O)c1csc(Nc2cccnc2)n1)C(C)C	5	-1.6	2	-0.1
80	CCOc1ccccc1C(=O)NC1CCN(Cc2nnnn2C2CCCC2)CC1	9	1.1	5	0.1
81	O=C(O)c1ccc(Nc2ccc([N+](=O)[O-])ccc2=O)cc1	15	1.3	6	0.0
82	O=C(NC1CCN(Cc2ccccc2)CC1)c1cc(-c2ccco2)[nH]n1	3	-1.3	-6	0.3
83	Cc1nc(N(C)c2ccc(C(C)C)cc2)c2c(C)c(C(=O)NCCCN3CCOCC3)sc2n1	-7	2.2	3	-0.1
84	Cc1sc2ncn(CC(=O)NCC(=O)N3CCN(Cc4ccccc4)CC3)c(=O)c2c1C	-7	-0.2	10	0.0
